# EBNA-1 inhibitor: blocks EBNA-1 binding to DNA; EBNA-1 DNA binding, fluorescence polarization; inhibition, % at 14.8 µM; actives 0.34% (n = 300,000); AID 1950; in the data active = inhibition above about 28%
# TPT1 inh: inhibitors of Candida albicans tRNA 2'-phosphotransferase TPT1 | actives 0.81% (n = 300,000) | AID 1962 | recombinant caTPT1, FP RNA substrate dephosphorylation | inhibition, % at 5 µM;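 active = inhibition above the mean of all tested compounds plus 3 SD, set per screening campaign, cut at about 24% in these data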;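 note: plate controls were DMSO alone for no effect and ferristatin control at 100 nM for full effect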
# Fh CTSL1 inh: blocks F. hepatica cathepsin L1 in PFM18AAP counter-screen; recombinant F. hepatica cathepsin L1, Z-Leu-Arg-MCA fluorescence; inhibition, % at 5.96 µM; actives 0.49% (n = 300,000); AID 1906;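 active = inhibition above the mean of all tested compounds plus 3 SD, set per screening campaign, cut at about 17% in these data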;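 note: 0% = plate median of test compound wells and 100% = 1 µM Z-Phe-Ala-diazomethylketone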
# ZTA counter: counter-screen for EBNA-1 inhibitors: inhibitors of Epstein-Barr virus ZTA; P03206; inhibition, % at 11 µM; actives 0.15% (n = 320,000); AID 2234; ZTA-DNA binding, fluorescence polarization; in the data active = inhibition above about 33%
# Target sequence (P03206 whole entry, looked up): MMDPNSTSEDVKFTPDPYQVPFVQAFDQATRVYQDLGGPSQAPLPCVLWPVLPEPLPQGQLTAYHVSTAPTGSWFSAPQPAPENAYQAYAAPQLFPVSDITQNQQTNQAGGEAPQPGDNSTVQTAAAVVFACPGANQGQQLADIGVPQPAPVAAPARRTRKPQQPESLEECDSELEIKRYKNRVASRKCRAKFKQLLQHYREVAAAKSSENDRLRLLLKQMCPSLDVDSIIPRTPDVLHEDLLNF
# PP5 primary: PP5 (human) phosphatase inhibition. P53041. purified PP5c, OMFP substrate fluorescence. inhibition, % at 6.7 µM. actives 0.18% (n = 320,000). AID 1987;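 active = inhibition above the campaign's mean inhibition across all tested compounds plus 3 SD, cut at about 9.5% in these data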;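 note: 0% = DMSO only and 100% = 100 µM cantharidin control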
# Efflux pump inh: blocks antifungal efflux pumps in multiplex yeast assay; S. cerevisiae Candida pump triplex, Nile Red efflux; inhibition, % at 10 µM; actives 0.44% (n = 330,000);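 active = plate passing quality check with inhibition over a set limit, or well fluorescence over plate mean plus 4 SD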;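 note: Nile Red retained in pooled yeast measured as flow cytometry median fluorescence; 0% = buffer negative control and 100% = Enniatin B positive control; higher means more Nile Red kept so more efflux inhibition; some compounds called inactive have numbers as strong as hits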
# core dimer inh: blocks dimerization of HCV core protein; TR-FRET GST/Flag-core106 dimerization, 1536-well; actives 0.33% (n = 300,000); inhibition, % at 5 µM;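 active = inhibition above the mean of all tested compounds plus 3 SD, set per screening campaign, cut at about 45% in these data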
#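 Assay system – GST-tagged and Flag-tagged HCV core protein residues 1-106 · Quantity – core106 proteins, GST 13.5 nM and Flag 17 nM · Benchmarks – unlabelled core106 and no-GST-core106 wells · Read-out basis – percent inhibition of core106 dimerization signal · Detection – time-resolved FRET, ex 340 nm, em 617 and 671 nm · Schedule – 4 h at 22.5 °C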
# PREPL inhibitor: human PREPL enzyme inhibition; AID 2751; actives 0.68% (n = 320,000); recombinant PREPL, fluorescence polarization activity-based probe; inhibition, % at 5.96 µM; Q4J6C6; in the data active = inhibition above about 43%;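 note: 0% = enzyme with DMSO and 100% = wells lacking enzyme; many of its hits are not listed in these tables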
# Target sequence (Q4J6C6 whole entry, looked up): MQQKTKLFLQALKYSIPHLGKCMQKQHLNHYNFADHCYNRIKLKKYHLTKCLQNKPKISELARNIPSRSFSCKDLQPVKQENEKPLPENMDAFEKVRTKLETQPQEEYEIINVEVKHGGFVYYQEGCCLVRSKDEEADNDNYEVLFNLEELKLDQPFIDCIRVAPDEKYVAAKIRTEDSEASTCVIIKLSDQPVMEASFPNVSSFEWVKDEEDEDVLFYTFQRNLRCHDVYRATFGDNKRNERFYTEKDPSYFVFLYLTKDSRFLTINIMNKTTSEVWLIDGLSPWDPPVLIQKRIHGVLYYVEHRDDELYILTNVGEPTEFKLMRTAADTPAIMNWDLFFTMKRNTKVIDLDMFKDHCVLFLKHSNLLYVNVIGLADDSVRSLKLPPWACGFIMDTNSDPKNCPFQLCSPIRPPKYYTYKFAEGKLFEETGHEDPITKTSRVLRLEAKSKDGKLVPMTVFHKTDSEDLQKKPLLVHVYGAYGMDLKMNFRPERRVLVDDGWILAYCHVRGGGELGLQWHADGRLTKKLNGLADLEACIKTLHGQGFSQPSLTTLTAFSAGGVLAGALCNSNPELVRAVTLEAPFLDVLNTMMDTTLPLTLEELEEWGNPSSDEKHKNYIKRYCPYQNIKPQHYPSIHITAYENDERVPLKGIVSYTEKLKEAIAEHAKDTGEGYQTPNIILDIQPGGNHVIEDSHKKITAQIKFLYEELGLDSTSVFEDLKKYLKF
# PP1 inh: blocks human PP1-alpha phosphatase, a PP5 counter-screen. P62136. purified PP1alpha, OMFP fluorescence. inhibition, % at 6.7 µM. actives 0.9% (n = 320,000);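 active = inhibition above the mean inhibition of all tested compounds plus 3 SD, computed separately for each screening campaign, cut at about 15% in these data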
# Numbers without * were called inactive; . = not tested or not shown; & = joins results of further samples. An excerpt. The share of hits here may be higher or lower than overall.
1. CC1CCC(NC(=O)c2ccc(CNc3c(NC4CCCCC4)c(=O)c3=O)cc2)CC1 (stereo not given)
2. CCn1c(SCC(=O)Nc2ccc3c(c2)OCO3)nc2c1c(=O)n(C)c(=O)n2C
3. CCn1c(SCC(=O)NNC(=O)c2ccc(C)cc2)nnc1-c1ccco1
4. C=CCc1cccc(CNc2nc3ccccc3n2CC)c1O
5. CC(C)(C)C(=O)CN1CCN(S(=O)(=O)c2ccc(F)cc2)CC1
6. CCOc1ncccc1C(=O)OCC(=O)c1ccc(OC)c(OC)c1
7. O=C(c1ccccc1F)N1CCN(C2CCC(c3ccccc3)CC2)CC1 (stereo not given)
8. O=C(COC(=O)c1ccncc1)Nc1ccccc1

assay / compound	1	2	3	4	5	6	7	8
EBNA-1 inhibitor	3	1	-16	8	-4	-8	-4	-2
TPT1 inh	-3	1	-3	-2	-3	0	3	4
Fh CTSL1 inh	-1	5	-3	2	0	-7	-2	-16
ZTA counter	5	-6	2	2	-1	8	-7	10
PP5 primary	1.3	0.4	1.1	3.3	-0.8	-3.7	-1.1	-1.4
Efflux pump inh	-0.5	0.1	0.5	0.0	0.1	0.0	0.2	0.0
core dimer inh	7	-5	3	-12	2	-7	2	-1
PREPL inhibitor	-4	-3	-4	10	-8	-5	9	14
PP1 inh	1	1	1	3	0	-2	0	-4

9. COc1ccc2cnnc(SCC(=O)Nc3ccc(C(C)=O)cc3)c2c1OC
10. COc1cccc(NC(=O)Nc2cnccn2)c1
11. Cc1cn(-c2cc(C(=O)Nc3ccc(C)c(NC(=O)C(=O)c4c[nH]c5ccccc45)c3)cc(C(F)(F)F)c2)cn1
12. CCOC(=O)c1cc(CC)sc1NC(=O)c1cccc(N2C(=O)CCC2=O)c1
13. N#C/C(=C\Nc1ccc(Cl)cn1)S(=O)(=O)c1ccccc1
14. CN1C(=O)C2(c3ccccc31)N(C)CC(c1ccccc1)C21SC(=S)N(Cc2ccco2)C1=O (stereo not given)
15. CN(c1ccccc1)S(=O)(=O)c1cccc(NC(=O)CSc2ncn[nH]2)c1
16. COC(=O)CCNc1n[nH]c(=O)[nH]c1=O

assay / compound	9	10	11	12	13	14	15	16
EBNA-1 inhibitor	-1	5	9	-2	-1	-4	10	2
TPT1 inh	-2	2	-4	1	0	-1	-4	2
Fh CTSL1 inh	3	1	1	2	1	-1	-4	3
ZTA counter	0	6	6	-2	-5	-10	-18	-31
PP5 primary	-1.4	1.7	2.2	5.3	2.8	3.0	1.5	0.2
Efflux pump inh	0.3	0.0	0.0	-0.2	0.0	0.1	-0.5	0.4
core dimer inh	3	0	-6	-1	-7	0	-3	0
PREPL inhibitor	-3	-4	7	-2	10	2	-4	7
PP1 inh	-1	2	8	1	0	0	4	0

# Looked up above:
# `COC(=O)CCNc1n[nH]c(=O)[nH]c1=O` in EBNA-1 inhibitor has 2
# `COc1ccc2cnnc(SCC(=O)Nc3ccc(C(C)=O)cc3)c2c1OC` in Efflux pump inh has 0.3
# `CN(c1ccccc1)S(=O)(=O)c1cccc(NC(=O)CSc2ncn[nH]2)c1` in PP5 primary has 1.5

# Next entries follow:
17. OCC[C@H]1C[C@@H](O)[C@H](O)[C@]2(Cc3ccccc3CCO2)O1
18. CNC(=O)NC(=O)C(C)OC(=O)c1ccc(Cl)c(S(=O)(=O)Nc2ccc(F)cc2)c1 (stereo not given)
19. O=C(N/C(=C\c1ccc(Cl)cc1)C(=O)N1CCOCC1)c1ccc([N+](=O)[O-])cc1
20. Cc1ccc(N2C(=O)C3ON(c4ccccc4)C(c4ccncc4)C3C2=O)cc1 (stereo not given)
21. O=C(NCCNS(=O)(=O)c1ccccc1)c1ccc([N+](=O)[O-])cc1
22. CCN1C(=O)c2cccc3c(S(=O)(=O)NCc4ccccc4)ccc1c23
23. COC(=O)c1ccc(C2NC(=O)NC(C)=C2C(=O)N(C)C)cc1 (stereo not given)
24. CNc1cccc2c1C(=O)c1ccccc1C2=O

assay / compound	17	18	19	20	21	22	23	24
EBNA-1 inhibitor	1	-9	-2	-5	-6	.	18	-8
TPT1 inh	0	5	3	1	-4	.	-6	-32
Fh CTSL1 inh	-2	-3	1	1	-2	.	1	5
ZTA counter	-6	-9	5	-2	3	11	11	-12
PP5 primary	-1.1	0.4	2.0	2.6	0.9	1.2	-3.7	4.4
Efflux pump inh	-0.1	0.1	0.1	0.0	-0.1	0.1	-0.1	-0.3
core dimer inh	-11	0	-3	-3	-6	.	-1	-25
PREPL inhibitor	-1	-4	9	-9	1	-4	15	19
PP1 inh	-1	-6	-4	-1	1	4	-4	8

# Profiles, looked up by structure. Values in the order: EBNA-1 inhibitor, TPT1 inh, Fh CTSL1 inh, ZTA counter, PP5 primary, Efflux pump inh, core dimer inh, PREPL inhibitor, PP1 inh
# COc1ccc2cnnc(SCC(=O)Nc3ccc(C(C)=O)cc3)c2c1OC as listed: -1, -2, 3, 0, -1.4, 0.3, 3, -3, -1
# C=CCc1cccc(CNc2nc3ccccc3n2CC)c1O as listed: 8, -2, 2, 2, 3.3, 0.0, -12, 10, 3

# Next section
25. CS(=O)(=O)N1CCCC(C(=O)NC2CCCCCCC2)C1 (stereo not given)
26. Cc1cc(-c2ccccc2)nc(N2CCC(C(=O)NC34CC5CC(CC(C5)C3)C4)CC2)n1
27. CC1CCCC(NC(=O)CN2CCN(Cc3ccc(Cl)cc3)C2=O)C1C (stereo not given)
28. CC(C)(C)c1ccc(C(=O)N2CCCN(c3ccc([N+](=O)[O-])cn3)CC2)cc1
29. COc1ccc(OC)c(Cc2nnc(CCC(=O)NC3C4CC5CC(C4)CC3C5)o2)c1 (stereo not given)
30. COc1ccc(Oc2nc3c(c(=O)n(C)c(=O)n3C)n2C)cc1
31. C[C@H](NC(N)=O)C(=O)Nc1ccc(OCc2ccccc2)cc1
32. COc1ccc(-n2c(CCc3ccccc3)nnc2SCC(=O)c2ccc(Cl)cc2)cc1

assay / compound	25	26	27	28	29	30	31	32
EBNA-1 inhibitor	-3	2	0	-7	7	-11	4	9
TPT1 inh	-2	-5	-11	2	-3	2	1	-2
Fh CTSL1 inh	6	-1	4	-2	2	3	5	-1
ZTA counter	-30	4	-35	-10	0	-9	6	0
PP5 primary	1.1	-0.6	-4.7	2.3	-0.1	1.2	-0.6	3.9
Efflux pump inh	-0.1	-0.1	0.0	0.0	0.0	0.3	-0.1	-0.1
core dimer inh	6	2	0	4	-1	-2	-4	18
PREPL inhibitor	16	7	5	1	-2	-1	7	-16
PP1 inh	5	-1	-7	-2	0	-7	-3	14

33. Nc1nc(-c2c[nH]c3ccccc23)cs1
34. C=CCn1c(N)c(C(=O)OCC)sc1=S
35. Cc1nc2c(Br)c(C)nn2c2c1CCC2
36. CCS(=O)(=O)NC(C)C(c1cccs1)N1CCN(C)CC1 (stereo not given)
37. CN(C)N=Nc1ccc(S(=O)(=O)/N=C(\O)c2ccccc2)cc1
38. CCOC(=O)[C@@H]1[C@H]2COc3ccc(Br)cc3[C@@H]2N2C(=O)N(c3ccccc3)C(=O)[C@]12C
39. COC(=O)C[C@H]1c2cc(C(F)(F)F)ccc2S(=O)(=O)N1C1CCCC1
40. OC1(Cc2ccn[nH]2)CCCCC1

assay / compound	33	34	35	36	37	38	39	40
EBNA-1 inhibitor	-7	0	1	-12	-3	2	0	-1
TPT1 inh	7	2	2	-3	-1	0	0	-5
Fh CTSL1 inh	-9	1	0	-12	2	1	0	1
ZTA counter	13	-6	7	3	3	2	-18	-28
PP5 primary	-5.6	2.1	2.2	2.9	-0.6	3.0	4.0	0.2
Efflux pump inh	-0.1	0.2	0.1	0.2	-0.1	0.0	-0.1	-0.1
core dimer inh	-21	1	4	9	1	3	-4	-3
PREPL inhibitor	18	16	-3	5	8	-53	15	14
PP1 inh	-9	-1	-4	3	-2	1	1	-2

41. Nc1cccc(S(=O)(=O)c2cccc(N)c2)c1
42. O=C(Nc1ccccc1C(=O)NCCc1ccc(O)cc1)c1ccco1
43. CC1CN(C(=O)C2CCCN2S(=O)(=O)c2ccc(Cl)cc2)CC(C)O1 (stereo not given)
44. Cc1cc(C(F)(F)F)n2[nH]c(=O)c(N=Nc3ccccc3)c2n1
45. CCOC(=O)N/N=C(\C)c1ccc(-n2cnnn2)cc1
46. CCC(=O)N1CCc2cc(S(=O)(=O)CCC(=O)N3CCN(c4ccccc4F)CC3)ccc21
47. Cc1ccc(CSCCNC(=O)CN(c2cccc([N+](=O)[O-])c2)S(C)(=O)=O)cc1
48. CCCC(=O)Nc1ccc(C(=O)Nc2nc(CC(=O)OCC)cs2)cc1

assay / compound	41	42	43	44	45	46	47	48
EBNA-1 inhibitor	3	-4	3	-3	-3	-3	15	-3
TPT1 inh	-4	0	2	0	2	0	3	7
Fh CTSL1 inh	-3	-5	0	3	-3	-3	3	2
ZTA counter	4	-9	-5	-1	-14	-3	13	-3
PP5 primary	1.4	2.0	0.2	-0.4	2.3	0.8	0.9	2.0
Efflux pump inh	0.0	0.1	0.0	0.1	0.0	0.3	-0.2	0.1
core dimer inh	-8	4	-4	-8	1	8	10	-7
PREPL inhibitor	-2	5	-1	7	1	-6	5	-3
PP1 inh	-1	1	-1	9	-3	-2	2	-4

49. CC(C)c1ccc(NC(=O)N(CCc2nc3ccccc3[nH]2)C2CCCC2)cc1
50. O=C(CN1CCCC1)N1c2ccccc2Sc2ccccc21
51. NC(N)=N/N=C/c1c(Cl)cccc1Cl
52. Nc1ccc(Oc2ncccn2)cc1
53. CCN(CC)S(=O)(=O)c1ccc(Cl)c(NC(=O)COC(=O)/C=C/c2cc(OC)c(OC)c(OC)c2)c1
54. Cc1ccc(C2=NN(C(=O)CCC(=O)O)C(c3cccc([N+](=O)[O-])c3)C2)cc1 (stereo not given)
55. CC1=CC(c2ccccc2)n2ncnc2N1 (stereo not given)
56. Cc1ccc(Cn2cc(SCC(N)=O)c3ccccc32)cc1

assay / compound	49	50	51	52	53	54	55	56
EBNA-1 inhibitor	7	1	2&5	-5	2	-23	1	-5
TPT1 inh	-1	-4	-3&-2	-4	0	0	-2	-1
Fh CTSL1 inh	3	-1	0&-1	-1	-3	0	4	-2
ZTA counter	10	1	10&4	1	8	-5	0	-3
PP5 primary	3.9	-0.8	-1.9&0.2	1.5	3.7	2.0	-6.3	0.1
Efflux pump inh	-0.1	-0.1	0.0&0.1	0.2	0.2	0.3	-0.1	-0.1
core dimer inh	12	11	10&7	-11	6	-5	-23	0
PREPL inhibitor	11	6	-4&-17	4	-1	-10	-1	9
PP1 inh	3	-3	-4&-3	-3	-1	3	-9	-2

57. CCOC(=O)C(CC)n1cnc2c(nnn2-c2ccccc2)c1=O (stereo not given)
58. CCS(=O)(=O)N1Cc2ccccc2CC1C(=O)Nc1nc2ccccc2s1 (stereo not given)
59. COc1ccc(-c2noc(CSc3nnc(Cc4ccccc4)n3-c3cccc(C)c3)n2)cc1OC
60. Cc1cc(Cl)ccc1NC(=S)NC(C)(C)C
61. COc1cc(-c2nc3ccc4ccccc4c3c3c2CCC3)cc(OC)c1OC

assay / compound	57	58	59	60	61
EBNA-1 inhibitor	7	4	2	-1	-1
TPT1 inh	1	2	0	2	0
Fh CTSL1 inh	-7	-1	6	-3	7
ZTA counter	-4	3	-1	9	12
PP5 primary	1.6	3.1	2.8	-1.5	-0.7
Efflux pump inh	-0.2	0.0	-0.1	0.1	0.1
core dimer inh	-2	37	4	4	1
PREPL inhibitor	-3	0	-9	4	8
PP1 inh	2	4	5	4	-1
